High-throughput results deposited in PubChem by Sanford-Burnham Center for Chemical Genomics.
MPTP block: blocks calcium-induced mitochondrial swelling. isolated mouse mitochondria, Ca2+ swelling absorbance, 30 min. inhibition, % at 10 µM. 1.4% of 360,000 active;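 active = inhibition of 50% or more, scaled per plate between neutral and stimulator controls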;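 also: 0% = DMSO wells given calcium and 100% = 1 mM EGTA wells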
ATG4B inhibitor: inhibitors of human ATG4B cysteine protease. Q9Y4P1. ATG4B cleavage of LC3-PLA2, NBD-HPC fluorescence, 1 h. 0.51% of 340,000 active. inhibition, % at 8.33 µM; in the data active = inhibition above about 40%
Target sequence (Q9Y4P1 whole entry, looked up): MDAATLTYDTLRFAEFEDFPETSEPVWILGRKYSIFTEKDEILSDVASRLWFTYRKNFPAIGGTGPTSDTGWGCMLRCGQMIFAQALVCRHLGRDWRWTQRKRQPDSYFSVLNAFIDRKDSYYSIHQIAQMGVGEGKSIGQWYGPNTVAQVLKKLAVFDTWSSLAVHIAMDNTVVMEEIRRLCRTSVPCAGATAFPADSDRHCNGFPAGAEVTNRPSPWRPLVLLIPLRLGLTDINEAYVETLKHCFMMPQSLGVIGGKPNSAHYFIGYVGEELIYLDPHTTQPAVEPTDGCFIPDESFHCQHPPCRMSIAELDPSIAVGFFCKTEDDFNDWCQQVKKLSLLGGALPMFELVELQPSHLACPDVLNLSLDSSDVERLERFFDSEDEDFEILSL
PfG6PD inh: PfG6PD (Plasmodium falciparum) enzyme inhibition; PfGluPho enzyme, NADPH resazurin-diaphorase fluorescence; inhibition, % at 20 µM; AID 504690; 0.78% of 350,000 active;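 active = inhibition reaching at least a set limit at 20 µM in the primary screen, cut at about 59% in these data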;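 also: 0% = DMSO wells with substrate and 100% = DMSO wells lacking glucose-6-phosphate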
SENP8 block: inhibitors of human SENP8 protease. Q96LD8. recombinant SENP8, Nedd8 substrate fluorescence. inhibition, % at 20 µM. 0.64% of 360,000 active. AID 602440; in the data active = inhibition mostly above about 40%, no sharp cut-off; inactive = mostly below about 27%
SENP1 inh: blocks the human SENP1 SUMO protease catalytic domain | Q9P0U3 | recombinant SENP1 catalytic domain, CyPet-SUMO1-YPet FRET cleavage | inhibition, % at 10 µM | 0.21% of 360,000 active | AID 624204;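 active = inhibition at least 30% at 10 µM, raw YFP signal under a set limit, fluorescence ratio 0.5 to 1.5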;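 also: 0% = enzyme with DMSO and 100% = no enzyme wells; some results filed as inactive read as strong as hits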
Target sequence (Q9P0U3 419-644 limits assumed): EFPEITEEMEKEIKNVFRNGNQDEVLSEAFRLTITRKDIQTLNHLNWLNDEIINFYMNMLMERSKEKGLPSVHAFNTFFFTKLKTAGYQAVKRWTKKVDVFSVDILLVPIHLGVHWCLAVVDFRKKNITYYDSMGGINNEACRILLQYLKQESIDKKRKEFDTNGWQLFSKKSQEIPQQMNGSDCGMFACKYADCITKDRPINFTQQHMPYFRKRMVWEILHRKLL
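System: Recombinant human SENP1 catalytic domain, His6-tagged | Incubation: Enzyme reaction for 50 min at room temperature, dark | Medium: Tris pH 8 with BME, BSA, NP40 and catalase | Also added: 25 nM SUMO1 FRET substrate | Compound: 10 µM single point, 0.5% DMSO | Measured by: FRET fluorescence in CFP and YFP emission channels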
GRIN3A LBD mod: NR3A (human) ligand-binding domain modulation; 2.5% of 340,000 active; Tm shift relative to glycine control, % at 25 µM; AID 1259313; NR3A LBD differential scanning fluorimetry, Tm shift; 0% = protein alone, 100% = glycine-bound protein;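 active = melting temperature shift of at least 10% of the positive control shift, at one fixed dose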
hIAP act: increases human intestinal alkaline phosphatase activity. activation factor at 10 µM. 0.16% of 330,000 active. AID 2524. purified human IAP, CDP-Star luminescence, 30 min; active compounds read high; 1 = vehicle-only enzyme, 0 = enzyme-free background;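 active = activation factor of the enzyme at least 2-fold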; also: the source names both 10 and 20 µM as test concentration; values of inactives mirror those of a sister screen read the other way
SENP6 block: inhibitors of human SENP6 protease. Q9GZR1. Recombinant SENP6 catalytic domain, aminoluciferin luminescence. inhibition, % at 10 µM. 1.8% of 330,000 active;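 active = inhibition above about 50% at the single tested dose, limit read from the data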;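 also: plate controls were DMSO wells with enzyme for no effect and DMSO wells lacking enzyme for full effect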
Target sequence (Q9GZR1 628-1112 limits assumed): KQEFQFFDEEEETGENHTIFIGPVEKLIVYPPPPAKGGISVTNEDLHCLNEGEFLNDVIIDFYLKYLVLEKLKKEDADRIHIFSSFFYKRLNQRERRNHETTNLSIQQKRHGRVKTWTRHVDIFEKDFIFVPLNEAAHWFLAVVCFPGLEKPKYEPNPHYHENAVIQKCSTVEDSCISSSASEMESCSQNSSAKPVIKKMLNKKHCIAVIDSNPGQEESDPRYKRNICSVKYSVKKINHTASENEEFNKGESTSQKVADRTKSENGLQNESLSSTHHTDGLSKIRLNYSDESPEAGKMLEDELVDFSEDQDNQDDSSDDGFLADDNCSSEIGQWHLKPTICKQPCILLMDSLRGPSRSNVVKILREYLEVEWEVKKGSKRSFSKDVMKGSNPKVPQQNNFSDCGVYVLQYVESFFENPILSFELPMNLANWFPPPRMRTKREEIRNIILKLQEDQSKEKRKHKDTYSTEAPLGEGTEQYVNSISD
An asterisk follows results filed as active; x = no result given.

A first look:
SMILES | MPTP block | ATG4B inhibitor | PfG6PD inh | SENP8 block | SENP1 inh | GRIN3A LBD mod | hIAP act | SENP6 block
CC1(OC(=O)C2CCCC2)C(=O)C=C2C=C(c3ccsc3)N(c3ccccc3)C=C2C1=O (configuration not stated) | -0.1 | 14 | 54 | -8 | -47 | -8 | 1.1 | -1
O=C(Cn1cnc2c(nnn2Cc2ccc(F)cc2)c1=O)NC1CCCC1 | -0.2 | 9 | -4 | 18 | 2 | -2 | 0.91 | 4

The whole of this part, previewed entries included:
SMILES | MPTP block | ATG4B inhibitor | PfG6PD inh | SENP8 block | SENP1 inh | GRIN3A LBD mod | hIAP act | SENP6 block
CC1(OC(=O)C2CCCC2)C(=O)C=C2C=C(c3ccsc3)N(c3ccccc3)C=C2C1=O (configuration not stated) | -0.1 | 14 | 54 | -8 | -47 | -8 | 1.1 | -1
O=C(Cn1cnc2c(nnn2Cc2ccc(F)cc2)c1=O)NC1CCCC1 | -0.2 | 9 | -4 | 18 | 2 | -2 | 0.91 | 4
Cc1cc2c3c(c1)C(C)CC(C)(C)N3C(=O)C2=O (configuration not stated) | 8.7 | 3 | 1 | 9 | 1 | 0 | 0.99 | -9
CCC(OC(=O)C(C)N1C(=O)C(=O)c2ccccc21)C(=O)Nc1ccccc1OC (configuration not stated) | 0.7 | -5 | 16 | 6 | -2 | -1 | 0.82 | 12
COc1ccc(CCN(C)Cc2ccc(OCc3ccccc3)c(OC)c2)cc1OC | 1.8 | 1 | -6 | 15 | 3 | 1 | 0.8 | 11
CCOC(=O)CC(=O)CSc1nccc(-c2cccnc2)n1 | 2.2 | -2 | 7 | 5 | -4 | 3 | 0.96 | -18
COc1ccc(/C=N/NC(=O)c2cc(C(C)(C)C)[nH]n2)cc1COc1ccc(F)cc1F | -2.7 | -19 | 3 | 1 | -2 | 6 | 1.2 | 0
CN1C[C@@H]2[C@@H]3C(=O)N(Cc4ccccc4)C(=O)[C@@H]3[C@](Cc3ccccc3)(C1=O)N2C(=O)c1ccc(Cl)c(Cl)c1 | 0.1 | -20 | 21 | -2 | 1 | -1 | x | x
CCOc1ccc(NC(=O)CN(C)C(=O)CCCOc2ccc(Br)cc2)cc1OCC | -0.1 | -10 | 15 | 10 | -2 | -5 | 1 | -29
COc1ccc(-c2c(C)nc(N)nc2-c2ccc(OCc3ccc(C)cc3)cc2O)cc1OC | -18 | 0 | 7 | -34 | -16 | -4 | 0.81 | -3
Fc1cccc(NC(=S)NCc2cccnc2)c1 | 1.0 | -7 | 2 | 25 | 1 | -1 | 0.93 | -3
Cc1ccc(S(=O)(=O)N(C)C[C@H]2Oc3ncc(Br)cc3C(=O)N([C@H](C)CO)C[C@@H]2C)cc1 | -2.6 | x | 6 | 6 | 3 | x | x | x
Cc1cc(S(=O)(=O)N2CC(=O)N(CCc3ccccc3)C(=O)C2)ccc1F | 0.3 | -14 | -3 | 32 | 0 | 1 | 1.1 | -42
CCN(CC)S(=O)(=O)c1ccc(O)c(NC(=O)CN2CCc3ccccc3C2)c1 | 2.5 | -7 | -22 | 6 | 1 | -6 | 0.98 | -12
Brc1ccc(C2=CC(c3ccco3)n3ncnc3N2)cc1 (configuration not stated) | 0.6 | 5 | 23 | -276 | -26 | 0 | 0.83 | -14

Structural class: the entries above with four or more nitrogen atoms.
SMILES | MPTP block | ATG4B inhibitor | PfG6PD inh | SENP8 block | SENP1 inh | GRIN3A LBD mod | hIAP act | SENP6 block
O=C(Cn1cnc2c(nnn2Cc2ccc(F)cc2)c1=O)NC1CCCC1 | -0.2 | 9 | -4 | 18 | 2 | -2 | 0.91 | 4
COc1ccc(/C=N/NC(=O)c2cc(C(C)(C)C)[nH]n2)cc1COc1ccc(F)cc1F | -2.7 | -19 | 3 | 1 | -2 | 6 | 1.2 | 0
Brc1ccc(C2=CC(c3ccco3)n3ncnc3N2)cc1 (configuration not stated) | 0.6 | 5 | 23 | -276 | -26 | 0 | 0.83 | -14

The listing continues:
SMILES | MPTP block | ATG4B inhibitor | PfG6PD inh | SENP8 block | SENP1 inh | GRIN3A LBD mod | hIAP act | SENP6 block
O=C(Nc1ccc(Br)cc1)C1CCC(=O)N1Cc1ccccc1Cl (configuration not stated) | -3.3 | -10 | 6 | 25 | 2 | 0 | 0.74 | -2
Cc1c(C(=O)N2CCC(C)CC2)oc2ccc(S(=O)(=O)N3CCC4(CC3)OCCO4)cc12 | 1.0 | -6 | -10 | 8 | 1 | 0 | 1.1 | 6
COc1ccc(CN(C)C(=O)c2ccc(NS(=O)(=O)c3ccccc3)cc2)c(OC)c1 | -0.9 | 1 | -17 | -11 | 0 | 9 | 1.1 | 0
O=C(CCCN1C(=O)c2ccccc2C1=O)NCCN1C(=O)S/C(=C\c2cccs2)C1=O | 9.0 | -9 | -1 | 21 | 0 | -4 | 0.95 | 3
O=C(c1c[nH]c2ccccc12)C(F)(F)F | 30 | -1 | 20 | 10 | -1 | -7 | 1 | -44
O=C(COC(=O)C1CC1)NC(=O)NCc1ccccc1 | 0.9 | 8 | 4 | 12 | 1 | 0 | 1.1 | 4
CN(C)S(=O)(=O)c1ccc(NC(=O)CN2CCCc3ccccc32)cc1 | 1.2 | 0 | 2 | -57 | -30 | 0 | 0.95 | 3
COc1ccc(N(CCC#N)C(=O)/C(C#N)=C\c2cccs2)cc1 | 0.9 | 2 | -8 | 34* | 4 | 1 | 1.2 | -19
COc1cc(/C=N/n2cnnc2-n2nc(C)cc2C)cc([N+](=O)[O-])c1O | 2.0 | 4 | 9 | 28 | 3 | 0 | 0.84 | -18
O=C(COC(=O)/C=C/c1cccs1)Nc1nc(-c2ccccc2)cs1 | 1.3 | 6 | -7 | 12 | 2 | -24 | 0.91 | 8
CC1(C)C2CCC1(C)C(OC(=O)CNc1ccccc1)C2 (configuration not stated) | 2.7 | -4 | -4 | 38 | 1 | 1 | 0.94 | 6
O=C(NCc1ccco1)C(=O)NCC1OCCN1C(=O)c1ccc(Cl)cc1 (configuration not stated) | -0.5 | -3 | -4 | 6 | -1 | -2 | 1 | -7
Nc1ccc(-c2cc3ccccc3oc2=O)cc1 | -1.9 | 1 | -4 | -401 | -19 | 1 | 1.1 | 21
N#CC1=C(N)Oc2cc(N)ccc2C1c1cccnc1 (configuration not stated) | -0.8 | -6 | -9 | -34 | -29 | 1 | 1.3 | -31
CCOC(=O)CNc1ncnc2nc[nH]c12 | 0.1 | -7 | -9 | 11 | 2 | -2 | 1.2 | 3
Cc1ccc(C)c(NC(=O)COC(=O)COc2cccc3c2OC(C)(C)C3)c1 | 1.1 | -3 | -6 | -3 | 2 | 0 | 1 | -3
O=C(O)c1cccnc1SCC(=O)N1CCCCCC1 | -0.8 | 4 | -13 | 8 | 1 | -3 | 1 | -13
N#Cc1nc(-c2ccc(F)cc2)oc1NCc1cccc2c1OCO2 | 2.3 | -4 | 4 | -372 | -1 | -10 | 1.1 | -16
COC(=O)c1c(NC(=O)CCCC(=O)O)sc2c1CCCCC2 | -3.5 | 7 | -11 | -23 | -7 | 0 | 0.89 | -3
O=C(Nc1ccc2c(c1)OCO2)c1cccc2c1C(=O)N(Cc1cccnc1)C2 | 1.5 | -11 | 11 | 7 | 3 | -1 | 1 | -10
O=C(c1ccccc1)N1CCCC(C(=O)N2CCCCCC2)C1 (configuration not stated) | -1.1 | 0 | -7 | 10 | 3 | -3 | 0.92 | -5
O=C(c1ccc(COc2c(F)c(F)c(F)c(F)c2F)o1)N1CCN(Cc2ccc3c(c2)OCO3)CC1 | -1.0 | -12 | 10 | 28 | 0 | 1 | 0.86 | -10
CCOc1ccc2nc(NC(=O)C3CCCN(S(=O)(=O)c4c(C)noc4C)C3)sc2c1 (configuration not stated) | 1.4 | -15 | 17 | 11 | 2 | 0 | 1 | -9
CSCCC(NC(=O)c1cccc(S(=O)(=O)N2CCN(C(C)=O)CC2)c1)c1nc2ccccc2[nH]1 (configuration not stated) | 0.0 | -6 | -17 | 3 | -1 | -3 | x | x
CNS(=O)(=O)c1cccc(C(=O)OCC(=O)c2c(N)n(Cc3ccccc3)c(=O)n(C)c2=O)c1 | 0.1 | -21 | 10 | 0 | -6 | -8 | x | x
CCOC(=O)N1CCN(Cc2nc3c(c(=O)n(C)c(=O)n3C)n2Cc2cccc3ccccc23)CC1 | 0.0 | -4 | 6 | 5 | 3 | -1 | 0.91 | -1
Cc1ccccc1NC(=O)Cn1cnc2c(oc3ccccc32)c1=O | 0.2 | -10 | -4 | 10 | 2 | 1 | 1 | -13
COCCNC(=O)/C(C#N)=C1\N=C(N)c2ccccc21 | -1.4 | -3 | 2 | -9 | -20 | -5 | 0.92 | 0
Cc1ccccc1-c1nc(SCc2ccccn2)c2c(=O)n(C)c(=O)n(C)c2n1 | -2.4 | -3 | 13 | 8 | 26 | 2 | 0.94 | 11
CCOc1cc(C(=O)Nc2ccc3c(c2)OCO3)ccc1OC(F)F | 1.9 | 1 | 38 | 3 | -1 | 0 | 1.1 | -3
CC(C)(C)NC(=O)c1cccc(NC(=O)CSc2ccccc2)c1 | -3.8 | -10 | -1 | 15 | 0 | 1 | 0.99 | -20
O=C(c1ccc(Br)o1)N1CCN(c2ncccn2)CC1 | 14 | -3 | -5 | -10 | 0 | 1 | 1.1 | -14
COc1cc(SSc2cc(OC)cc([N+](=O)[O-])c2N)c(N)c([N+](=O)[O-])c1 | 8.4 | -5 | 112* | 20 | 2 | 37* | 0.84 | 13
CC1CC(C)CN(C(=O)Nc2ccc(Br)cc2)C1 (configuration not stated) | 24 | 1 | 40 | 8 | 2 | -3 | 1.1 | -13
O=C(Nc1ccccc1)NC1(C(=O)N2CCN(C(=O)c3ccco3)CC2)CCCCC1 | 5.4 | 2 | -14 | -31 | 1 | 2 | 1 | 0
CCOC(=O)c1c(C)n(C)c2cc(Br)c(O)c(O)c12 | 4.3 | -3 | 68* | 24 | 3 | 0 | 1.1 | -12
COc1ccc(/C=N/NC(=O)Cn2nc(C)c([N+](=O)[O-])c2C)cc1 | 0.9 | -2 | -10 | 18 | 3 | 2 | 1.1 | -25
COc1ccc(CN(C)CC(=O)Nc2c(C)cccc2C)c(OC)c1 | 0.4 | 6 | -13 | 12 | 0 | 1 | 0.99 | 2
O=C(CN1C(=O)NC2(CCCc3ccccc32)C1=O)NCc1cccs1 (configuration not stated) | -1.6 | 0 | -5 | 8 | -2 | 1 | 0.98 | 3
O=C(Cn1cnc2ccccc2c1=O)OCCCCN1C(=O)c2ccccc2C1=O | 5.5 | -5 | 0 | 12 | 3 | 0 | 1.1 | 13
CCCS(=O)(=O)N1CCN(S(=O)(=O)c2ccccc2)CC1 | -0.3 | -8 | -20 | 16 | 3 | -1 | 1 | -4
N#CCCN(Cc1cccnc1)C(=S)NCc1ccco1 | -0.7 | -3 | -3 | -1 | -6 | 0 | 1.1 | -20
Cc1cccc(-c2ccc(NC(=O)C3CCN(CC4CC4)CC3)cc2)c1 | 1.8 | 0 | 15 | 9 | 0 | 1 | 1.7 | 16
Cc1c(NC(=O)C(C#N)=C2CCCCC2)c(=O)n(-c2ccccc2)n1C | -1.2 | -4 | 5 | 17 | 0 | 1 | 0.9 | -19
CSc1ncc(C(=O)Nc2ccc(C(C)=O)cc2)c(C)n1 | -0.3 | -3 | 5 | -3 | -13 | -1 | 1 | -8
CCC(=O)c1ccc(OC(=O)c2ccc(Br)o2)cc1 | -0.9 | -7 | 11 | 14 | 4 | 1 | 1 | -24
CCN1CCCC1CN(Cc1cc2cc(C)ccc2[nH]c1=O)C(=O)Nc1ccccc1OC (configuration not stated) | -0.8 | -14 | 10 | -73 | -22 | 1 | 1 | -31
COc1ccc(C(=O)OCC(=O)NC2CCCC2)cc1OC | -0.9 | 4 | -6 | 10 | 2 | 1 | 0.82 | -30
CCOc1ccc(N2CC(C(=O)NCCc3ccc(S(N)(=O)=O)cc3)CC2=O)cc1 (configuration not stated) | -0.6 | -8 | -3 | 14 | -1 | -1 | 1.2 | -12
Cc1ccc(NS(=O)(=O)c2sc3ccc(Cl)cc3c2C)cc1 | 66* | -11 | 3 | 9 | 1 | 16* | 1 | -15
